CYP2C9 inh = blockers of cytochrome P450 2C9 activity – biochemical, luminescence, ADME assay, primary screen; AID 777, 2007; hit rate 20% among 96,000; CYP2C9 Supersomes, luciferin-H conversion; inhibition, % at 5 µM;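 active means blocking of liver enzyme CYP2C9 beyond about 50% at 5 µM, limit read from the data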; further: values of inactives mirror those of a sister screen read the other way
Target sequence (P11712 whole entry, looked up): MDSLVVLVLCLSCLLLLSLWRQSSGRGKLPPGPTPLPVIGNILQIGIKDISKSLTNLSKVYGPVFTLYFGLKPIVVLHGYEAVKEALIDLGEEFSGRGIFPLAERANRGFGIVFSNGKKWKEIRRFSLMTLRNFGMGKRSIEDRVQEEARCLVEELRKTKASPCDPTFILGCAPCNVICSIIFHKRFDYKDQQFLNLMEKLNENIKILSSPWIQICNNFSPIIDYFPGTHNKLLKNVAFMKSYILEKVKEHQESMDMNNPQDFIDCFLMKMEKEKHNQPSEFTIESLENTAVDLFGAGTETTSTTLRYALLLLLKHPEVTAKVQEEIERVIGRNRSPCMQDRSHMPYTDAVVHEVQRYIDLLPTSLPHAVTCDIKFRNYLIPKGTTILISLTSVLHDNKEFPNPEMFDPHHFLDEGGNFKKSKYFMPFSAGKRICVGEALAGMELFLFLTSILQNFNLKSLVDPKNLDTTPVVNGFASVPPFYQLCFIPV
Pyk2 oligo antag = antagonists of Pyk2 self-association, primary screen, Q293 cells, FERM NanoBiT luminescence, HTS. hits give low values. z-score (the deposit names both 25 µM and 10 µM). hit rate 0.83% among 99,000;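 active means Z-score of -3 or lower, scaled per plate to the spread of control and sample wells; inactive means z-score above -3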;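 further: negative z-score means lost luminescence so less FERM oligomerization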
LYP inh 2 = PTPN22 phosphatase inhibitors, primary screen, biochemical, DiFMUP fluorescence, 2 µM; Tyrosine-protein phosphatase non-receptor type 22 (Homo sapiens), Q9Y2R2; inhibition, % at 2 µM; recombinant LYP catalytic domain; hit rate 0.21% among 96,000;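 active means inhibition at 2 µM at or above a set limit, the screen mean plus 3 SD, cut at about 24% in these data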;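 further: 0% = DMSO with enzyme and 100% = enzyme fully blocked by orthovanadate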
E coli WT exp = growth inhibitors of wild-type E. coli, primary screen, strain BW25113, expanded library, OD600; growth inhibition, % at 100 µM; hit rate 0.15% among 98,000; AID 710, 2007; OD600 absorbance;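 active means growth inhibition above about 50% at one test dose, limit read from the data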;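 further: growth measured after 20 h incubation at 37 °C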
CYP2C9 act = human CYP2C9 activators, primary screen, biochemical, luminescence. recombinant CYP2C9, luciferin-H conversion; hits give high values; factor 1 = untreated enzyme, 0 = blocked. hit rate 1.4% among 96,000. AID 1024, 2008. activation factor at 5 µM;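 active means activation factor of 2 or more for CYP2C9 at a 5 µM dose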;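 further: 0 = sulfaphenazole-blocked wells and 1 = vehicle-only wells; values of inactives mirror those of a sister screen read the other way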
PTPN22 act = LYP phosphatase activators, primary screen, biochemical, DiFMUP fluorescence, 2 µM; recombinant LYP; 0 = plate median, 100 = signal doubled; activation, % at 2 µM; hit rate 0.11% among 96,000; AID 697, 2007;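 active means activation at 2 µM above a set limit, the mean plus 5 SD, cut at about 37% in these data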
PostGolgi ctrl = growth inhibition of yeast control strain, primary screen, counter-screen for post-Golgi transport modulator project; hit rate 5% among 98,000; efflux-deficient yeast background strain, growth absorbance A615, 16 h; inhibition, % at 10 µM
DAT uptake mod = changed hDAT dopamine uptake under cocaine IC80, either direction, primary screen, cocaine antagonist project, cell-based, LLC-PK1 hDAT, [14C]-dopamine uptake, MLSMR; hit rate 1.3% among 110,000; LLC-PK1 hDAT cells, [14C]-dopamine uptake with cocaine IC80; actives deviate in either direction; B-score at 10 µM; Sodium-dependent dopamine transporter (Homo sapiens), Q01959;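 active means Z score or B-score, a plate-position-corrected score, falls beyond the plate's 99.7% confidence bounds, in either direction; inactive means both scores lie inside the 99.7% bounds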;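 further: scored against the spread of the other compound wells on the same plate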
PostGolgi yeast = phenotypic screen on post-Golgi transport, primary screen | post-Golgi transport phenotypic cell assay | inhibition, % at 10 µM | hit rate 0.9% among 98,000 | AID 739, 2007;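 further: yeast cells grown in 1536-well plates; yeast grown about 18 h at 30C before absorbance read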
Numbers without * were called inactive. Unless noted, no stated cut-off is given here; in the data, active means inhibition above about 30%; inactive means the rest. Rows were taken by chance; 24% or so of the library scored in one or more.

For Cc1cccc(CCNC(=O)C2CCN(S(=O)(=O)c3cccc4nsnc34)CC2)c1 the results were CYP2C9 inh -16, Pyk2 oligo antag -0.27, LYP inh 2 -8, E coli WT exp -6, CYP2C9 act 1.2, PTPN22 act 12, PostGolgi ctrl 1, DAT uptake mod -0.79 and PostGolgi yeast 11.
`COc1cccc(/C=N/n2cnnc2)c1OCc1ccccc1` gave CYP2C9 inh 44, Pyk2 oligo antag -0.3, LYP inh 2 -9, E coli WT exp 2, CYP2C9 act 0.6, PTPN22 act 12, PostGolgi ctrl 7, DAT uptake mod -0.013 and PostGolgi yeast -4.
Cc1ccc(S(=O)(=O)N2CCC(C(=O)NCCc3ccc(S(N)(=O)=O)cc3)CC2)cc1 was read as CYP2C9 inh -4, Pyk2 oligo antag 2.1, LYP inh 2 0, E coli WT exp -2, CYP2C9 act 1, PTPN22 act 2, PostGolgi ctrl -5, DAT uptake mod 1 and PostGolgi yeast -7.
N#C/C(=C1/CCCCCN1)c1nc2ccccc2[nH]1 was read as CYP2C9 inh 16, Pyk2 oligo antag -1, LYP inh 2 3, E coli WT exp -12, CYP2C9 act 0.8, PTPN22 act -5, PostGolgi ctrl 8, DAT uptake mod 0.4 and PostGolgi yeast -6.
For COCC(C)n1c(SCC(=O)N2CCCCC2)nc2ccccc2c1=O (centres undefined) the results were CYP2C9 inh 54*, Pyk2 oligo antag -0.61, E coli WT exp 1, CYP2C9 act 0.5, PostGolgi ctrl 4, DAT uptake mod 2.5 and PostGolgi yeast -7.
`Cc1ccc(C(=O)NC2CC3CCC(C2)N3Cc2ccco2)cc1` (centres undefined) gave Pyk2 oligo antag 1.7, LYP inh 2 -7, PTPN22 act 3 and DAT uptake mod -1.1.
Screening CCCCOCCCNC1=NCCCCC1 returned CYP2C9 inh 0, Pyk2 oligo antag 0.57, LYP inh 2 9, E coli WT exp 9, CYP2C9 act 1, PTPN22 act -10, PostGolgi ctrl -6, DAT uptake mod -0.04 and PostGolgi yeast 4.
For O=C(CCn1c(=O)[nH]c2ccsc2c1=O)Nc1ccc(F)c(F)c1 the results were CYP2C9 inh 55*, Pyk2 oligo antag 0.32, LYP inh 2 -1, E coli WT exp -6, CYP2C9 act 0.4, PTPN22 act -1, PostGolgi ctrl 5, DAT uptake mod -0.86 and PostGolgi yeast 4.
`CCOC(=O)CC(NC(=O)c1ccco1)c1ccc(C)cc1` (centres undefined) gave CYP2C9 inh 20, Pyk2 oligo antag 0.11, LYP inh 2 3, E coli WT exp -2, CYP2C9 act 0.8, PTPN22 act -6, PostGolgi ctrl 2, DAT uptake mod 0.29 and PostGolgi yeast 4.
Screening c1cncc(-c2nc(-c3cccs3)cs2)c1 returned CYP2C9 inh 27, Pyk2 oligo antag 1.5, LYP inh 2 -6, E coli WT exp 5, CYP2C9 act 0.7, PTPN22 act 4, PostGolgi ctrl 11, DAT uptake mod -0.42 and PostGolgi yeast -1.
Cn1c(=O)c2c(nc(SCCCO)n2Cc2ccccc2Cl)n(C)c1=O was read as CYP2C9 inh 54*, Pyk2 oligo antag 1.3, LYP inh 2 3, E coli WT exp 6, CYP2C9 act 0.5, PTPN22 act -6, PostGolgi ctrl 4, DAT uptake mod -0.91 and PostGolgi yeast 5.
`Cc1ccc(C(=O)NNC(=S)NC(=O)COc2ccccc2)cc1` gave CYP2C9 inh 78*, Pyk2 oligo antag 0.61, LYP inh 2 9, E coli WT exp 51*, CYP2C9 act 0.2, PTPN22 act -6, PostGolgi ctrl 24, DAT uptake mod 0.019 and PostGolgi yeast 27.
For Cc1ccccc1CS(=O)(=O)c1snnc1C the results were CYP2C9 inh -1, Pyk2 oligo antag -0.5, LYP inh 2 4, E coli WT exp 0, CYP2C9 act 1, PTPN22 act -2, PostGolgi ctrl -5, DAT uptake mod -1 and PostGolgi yeast 8.
`C=CCNC(=O)COc1ccc(Br)cc1Cl` gave CYP2C9 inh 43, Pyk2 oligo antag 2, LYP inh 2 8, E coli WT exp 0, CYP2C9 act 0.6, PTPN22 act -7, PostGolgi ctrl 8, DAT uptake mod 1.1 and PostGolgi yeast -1.
Screening CCCn1c(CNC(=O)c2cccs2)nc2ccccc21 returned CYP2C9 inh 28, LYP inh 2 -8, E coli WT exp 6, CYP2C9 act 0.7, PTPN22 act 4, PostGolgi ctrl 3, DAT uptake mod -1.1 and PostGolgi yeast 11.
`Cc1nc(-c2ccccc2)sc1-c1n[nH]c(=S)n1C` gave CYP2C9 inh 15, Pyk2 oligo antag -0.39, LYP inh 2 0, E coli WT exp 3, CYP2C9 act 0.8, PTPN22 act 4, PostGolgi ctrl 5, DAT uptake mod 0.8 and PostGolgi yeast 0.
Cn1cc(SCC(N)=O)c2ccccc21 was read as CYP2C9 inh -14, LYP inh 2 -1, E coli WT exp 4, CYP2C9 act 1.1, PTPN22 act 0, PostGolgi ctrl 13, DAT uptake mod -0.35 and PostGolgi yeast 8.
`O=S(=O)(c1ccccc1)N1CCSC1c1ccco1` (centres undefined) gave CYP2C9 inh 10, Pyk2 oligo antag 0.21, LYP inh 2 -11, E coli WT exp -5, CYP2C9 act 0.9, PTPN22 act 9, PostGolgi ctrl 7, DAT uptake mod 0.47 and PostGolgi yeast 1.
`N#CCCN1CCN(Cc2cc(-c3ccccc3)ccc2O)CC1` gave CYP2C9 inh 14, Pyk2 oligo antag -0.06, LYP inh 2 -1, E coli WT exp 9, CYP2C9 act 0.9, PTPN22 act -1, PostGolgi ctrl -3, DAT uptake mod 0.34 and PostGolgi yeast 10.
For COc1cccc(OCc2nc3ccccc3[nH]2)c1 the results were CYP2C9 inh 65*, LYP inh 2 3, E coli WT exp 13, CYP2C9 act 0.4, PTPN22 act -6, PostGolgi ctrl 20, DAT uptake mod 1.2 and PostGolgi yeast 9.
`CN(C)CCNC(=O)c1cc2c(=O)n(C)c3ccccc3c2n1C` gave CYP2C9 inh 11, LYP inh 2 -9, E coli WT exp 0, CYP2C9 act 0.9, PTPN22 act 6, PostGolgi ctrl 17, DAT uptake mod -0.04 and PostGolgi yeast -17.
CCOC(=O)CSc1nc2ccc(N3CCOCC3)cc2c(=O)n1Cc1ccc2c(c1)OCO2 was read as CYP2C9 inh 75*, E coli WT exp -4, CYP2C9 act 0.3, PostGolgi ctrl 26 and PostGolgi yeast -1.
Screening O=C(C1=C(O)C(=O)N(CCN2CCOCC2)C1c1ccccc1)c1cccs1 (centres undefined) returned Pyk2 oligo antag 0.62, LYP inh 2 -6, PTPN22 act 1 and DAT uptake mod -0.91.
COC(=O)c1ccc(CSc2nc3c(cnn3-c3ccc(F)cc3)c(=O)[nH]2)o1 was read as Pyk2 oligo antag -1.9, LYP inh 2 5, E coli WT exp -11, PTPN22 act -3, PostGolgi ctrl 1, DAT uptake mod 0.44 and PostGolgi yeast 4.
Cc1ccc(S(=O)(=O)N(CC(O)CN2CCCCC2)c2ccccc2)cc1 (centres undefined) was read as CYP2C9 inh -3, LYP inh 2 -2, E coli WT exp 2, CYP2C9 act 1, PTPN22 act -1, PostGolgi ctrl -1, DAT uptake mod 0.36 and PostGolgi yeast 1.
`COc1cc(NC(=O)c2ccc(C)cc2)c(OC)cc1NC(=O)CN1CCCCC1` gave Pyk2 oligo antag -0.18, LYP inh 2 9, PTPN22 act -7 and DAT uptake mod 0.9.
For Cn1nc(C(F)(F)F)c(/C=N/OC(=O)c2ccccc2)c1Cl the results were CYP2C9 inh 29, Pyk2 oligo antag 0.28, LYP inh 2 -2, E coli WT exp 1, CYP2C9 act 0.7, PTPN22 act 4, PostGolgi ctrl -3, DAT uptake mod -0.6 and PostGolgi yeast -10.
`O=C(NCc1ccc(Cl)cc1)c1noc2c1CCCCC2` gave CYP2C9 inh 44, Pyk2 oligo antag 0.32, E coli WT exp -2, CYP2C9 act 0.6, PostGolgi ctrl 14, DAT uptake mod -0.92 and PostGolgi yeast 6.
`FC(F)(F)c1cccc(NC(=S)N2CCN(c3cccc(C(F)(F)F)c3)CC2)c1` gave CYP2C9 inh 1, Pyk2 oligo antag 1.8, LYP inh 2 8, E coli WT exp -1, CYP2C9 act 1, PTPN22 act -4, PostGolgi ctrl 6, DAT uptake mod -0.64 and PostGolgi yeast 2.
For O=C(CSc1nnc(COc2cccc3ccccc23)o1)N1c2ccccc2CCc2ccccc21 the results were CYP2C9 inh 54*, Pyk2 oligo antag 0.66, LYP inh 2 6, E coli WT exp -10, CYP2C9 act 0.5, PTPN22 act -5, PostGolgi ctrl 2, DAT uptake mod 1.4 and PostGolgi yeast 6.

4 records drawn at random from the list so far:
`O=C(NCc1ccc(Cl)cc1)c1noc2c1CCCCC2` gave CYP2C9 inh 44, Pyk2 oligo antag 0.32, E coli WT exp -2, CYP2C9 act 0.6, PostGolgi ctrl 14, DAT uptake mod -0.92 and PostGolgi yeast 6.
`COc1cc(NC(=O)c2ccc(C)cc2)c(OC)cc1NC(=O)CN1CCCCC1` gave Pyk2 oligo antag -0.18, LYP inh 2 9, PTPN22 act -7 and DAT uptake mod 0.9.
Cc1ccc(S(=O)(=O)N(CC(O)CN2CCCCC2)c2ccccc2)cc1 (centres undefined) was read as CYP2C9 inh -3, LYP inh 2 -2, E coli WT exp 2, CYP2C9 act 1, PTPN22 act -1, PostGolgi ctrl -1, DAT uptake mod 0.36 and PostGolgi yeast 1.
Screening O=C(C1=C(O)C(=O)N(CCN2CCOCC2)C1c1ccccc1)c1cccs1 (centres undefined) returned Pyk2 oligo antag 0.62, LYP inh 2 -6, PTPN22 act 1 and DAT uptake mod -0.91.

(continued)
N#Cc1nc(-c2ccccc2Cl)oc1NCc1ccco1 was read as CYP2C9 inh 83*, Pyk2 oligo antag -1.4, LYP inh 2 -8, E coli WT exp 15, CYP2C9 act 0.2, PTPN22 act 3, PostGolgi ctrl 31*, DAT uptake mod 1.5 and PostGolgi yeast -2.
For COc1ccccc1NS(=O)(=O)c1cccc(NC(=O)c2nc3nc(C)cc(C)n3n2)c1 the results were CYP2C9 inh 2, Pyk2 oligo antag 0.81, LYP inh 2 -3, E coli WT exp 2, CYP2C9 act 1, PTPN22 act 2, PostGolgi ctrl 2, DAT uptake mod -0.0015 and PostGolgi yeast -1.
O=C(O)CCC(=O)Nc1ccc(C(=O)OC2CCCCC2)cc1 was read as CYP2C9 inh 13, Pyk2 oligo antag 0.49, LYP inh 2 6, E coli WT exp -4, CYP2C9 act 0.9, PTPN22 act -7, PostGolgi ctrl -3, DAT uptake mod -1 and PostGolgi yeast 4.
For Cc1cccc(N2CC(C(=O)O)CC2=O)c1 (centres undefined) the results were CYP2C9 inh -27, Pyk2 oligo antag 0.63, LYP inh 2 -3, E coli WT exp -6, CYP2C9 act 1.3, PTPN22 act 1, PostGolgi ctrl 1, DAT uptake mod -0.19 and PostGolgi yeast 2.
For CS(=O)(=O)NCCCNc1ccc(Cl)cc1[N+](=O)[O-] the results were CYP2C9 inh 48, Pyk2 oligo antag -1.1, LYP inh 2 -4, E coli WT exp 16, CYP2C9 act 0.5, PTPN22 act 6, PostGolgi ctrl -7, DAT uptake mod 0.23 and PostGolgi yeast -1.
`CCOC(=O)CN1NC2(CCC(C)CC2)NC1=S` (centres undefined) gave CYP2C9 inh -2, Pyk2 oligo antag 1.5, LYP inh 2 -5, E coli WT exp 6, CYP2C9 act 1, PTPN22 act 8, PostGolgi ctrl -6, DAT uptake mod -0.34 and PostGolgi yeast 1.

Screening results (PubChem BioAssay)
